Bioassay records as filed in PubChem.
LGR2 inh: blocks bursicon-induced cAMP signaling via Drosophila LGR2; HEK293 LGR2, CRE-luciferase, bursicon-stimulated, 4 h; inhibition, % at 9.99 µM; 380,000 tested, 0.35% active;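 active = drop in luminescence signal, shown as inhibition above about 50% in the replicate tests, limit read from the data, passing the limit was not always enough; inconclusive = probably only some replicates passing the limit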;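 also: agonist challenge used bursicon conditioned medium at about half maximal strength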
ERAP1 HTS inh: inhibitors of human ERAP1 aminopeptidase. Q9NZ08. inhibition, % at 10.7 µM. recombinant ERAP1, Leu-AMC fluorescence, 60 min. 340,000 tested, 0.15% active;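 active = mean replicate inhibition of at least 30%, or all replicates individually reaching that 30% level; inactive = mean below 30% and not every replicate reaching it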;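 also: 0% = neutral control wells and 100% = L-leucinethiol positive control wells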
Target sequence (Q9NZ08 whole entry, looked up): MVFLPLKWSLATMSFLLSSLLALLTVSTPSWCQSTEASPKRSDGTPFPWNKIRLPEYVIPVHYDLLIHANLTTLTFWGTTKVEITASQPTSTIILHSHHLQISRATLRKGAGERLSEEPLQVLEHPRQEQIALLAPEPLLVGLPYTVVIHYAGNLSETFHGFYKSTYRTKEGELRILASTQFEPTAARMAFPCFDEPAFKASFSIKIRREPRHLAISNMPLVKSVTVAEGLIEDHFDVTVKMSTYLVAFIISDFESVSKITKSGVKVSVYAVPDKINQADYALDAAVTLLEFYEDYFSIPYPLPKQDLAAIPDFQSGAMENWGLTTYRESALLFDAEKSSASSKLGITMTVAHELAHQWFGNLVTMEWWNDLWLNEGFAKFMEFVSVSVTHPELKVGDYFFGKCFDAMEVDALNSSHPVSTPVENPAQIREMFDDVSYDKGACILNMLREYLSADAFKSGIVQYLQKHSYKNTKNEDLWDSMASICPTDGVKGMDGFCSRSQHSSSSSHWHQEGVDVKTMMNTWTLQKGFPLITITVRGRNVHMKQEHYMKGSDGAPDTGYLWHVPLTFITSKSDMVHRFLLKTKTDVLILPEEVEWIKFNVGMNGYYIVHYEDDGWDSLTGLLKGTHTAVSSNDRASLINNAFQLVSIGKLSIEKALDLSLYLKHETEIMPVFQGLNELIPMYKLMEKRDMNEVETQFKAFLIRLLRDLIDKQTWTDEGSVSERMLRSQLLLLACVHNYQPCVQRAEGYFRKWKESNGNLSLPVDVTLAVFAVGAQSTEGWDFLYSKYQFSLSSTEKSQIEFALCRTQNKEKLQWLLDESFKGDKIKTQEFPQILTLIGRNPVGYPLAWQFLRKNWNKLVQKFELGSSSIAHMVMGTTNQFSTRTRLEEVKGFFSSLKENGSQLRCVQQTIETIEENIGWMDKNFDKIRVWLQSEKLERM
PAX8 inh HTS: PAX8 transcriptional activity inhibition | RMG-I TPO-luciferase reporter, SteadyGlo, 24 h | inhibition, % at 12.6 µM | 360,000 tested, 1.2% active;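 active = mean replicate inhibition at least 60% with every replicate also reaching 60%; inconclusive = only one of the two criteria is met; inactive = mean below 60% and not all replicates reaching 60%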;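 also: luciferase light reporting Pax8 driven TPO promoter activity; plate controls were median of neutral control wells for no effect and mitoxantrone controls for full effect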
EWS-Fli inh: inhibitors of EWS/Fli oncoprotein transcriptional activity | A673 NR0B1-luciferase reporter, viability-normalised | inhibition, % at 12.6 µM | 350,000 tested, 0.67% active;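 active = mean inhibition of at least 50% after viability correction, with every replicate also passing that limit; inconclusive = mean reaches 50% but only one of two replicates passes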;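 also: firefly luciferase signal divided by Alamar Blue viability fluorescence both relative to DMSO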
PGC1a acetyl inh: modulators of PGC1a acetylation; U2OS PGC1a acetylation, AlphaScreen anti-acetyl-lysine; with virally co-expressed GCN5 acetyltransferase; inhibition, % at 15.6 µM; 350,000 tested, 0.17% active;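 active = every replicate shows inhibition of at least 40%; inconclusive = mean inhibition at least 40% but some replicate below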;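 also: 0% = neutral control wells and 100% = positive control wells; some results beyond the cut were filed as inactive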
FN deposit inh: fibronectin deposition inhibition; 350,000 tested, 0.086% active; AID 743247; AH1F fibroblasts, Alexa488-fibronectin deposition fluorescence, overnight; inhibition, % at 12.6 µM;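 active = mean inhibition across replicates of 30% or more, regardless of how many single replicates reach that level; inconclusive = mean under 30% yet at least half of replicates reach 30%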;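 also: positive control wells lacked labelled fibronectin entirely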
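Assay system: AH1F fibroblast monolayer, labelled fibronectin deposition. Amount: 10000 cells per well. Also added: labelled fibronectin 24 nM. Compound: single-point pinned compound. Incubation: cell attachment 1 h, compound and FN exposure overnight. Detection: fluorescence after three HBSS washes, excitation 485 nm, emission 525 nm. Read-out: inhibition of fibronectin deposition signal.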
PglD DTNB: inhibitors of Campylobacter jejuni PglD acetyltransferase. inhibition, % at 12.5 µM. purified PglD enzyme, DTNB colorimetric CoA detection. AID 602405. 360,000 tested, 0.098% active; in the data active = inhibition above about 16%, passing the limit was not always enough; inconclusive = no clear call, values can overlap the other calls; also: strong numbers were not always called active
S100A4 MyoIIA: inhibitors of human S100A4 binding to myosin IIA peptide; P26447; S100A4/TAMRA-MyoIIA peptide fluorescence polarization; inhibition, % at 10.7 µM; 360,000 tested, 0.14% active;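 active = mean inhibition of at least 70% across replicates, with every replicate also reaching that level; inconclusive = mean inhibition reaches 70% but some replicates fall short; inactive = mean inhibition below 70%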
Target sequence (P26447 whole entry, looked up): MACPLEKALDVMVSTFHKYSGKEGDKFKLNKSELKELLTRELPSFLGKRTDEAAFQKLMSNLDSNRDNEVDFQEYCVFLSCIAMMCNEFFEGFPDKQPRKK
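Material: S100A4 monomer protein / Buffer or medium: 50 mM HEPES pH 7.2, 10 mM CaCl2, 100 mM KCl / Times: 5 min incubation before reading / Benchmarks: neutral control DMSO, positive control TFP / Reagent: labelled myosin peptide probe, 5 nM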
* marks the source's active call; other numbers are inactive results; ? = inconclusive; . = not tested or not shown; & = joins results of further samples.

SMILES | LGR2 inh | ERAP1 HTS inh | PAX8 inh HTS | EWS-Fli inh | PGC1a acetyl inh | FN deposit inh | PglD DTNB | S100A4 MyoIIA
O=C(C[C@H]1CC[C@@H]2[C@H](COC[C@@H](O)CN2S(=O)(=O)c2ccc(F)cc2)O1)NCC1CCCCC1 | . | -3 | 10 | 3 | -5 | -8 | -2 | -48
CCCc1nn(C)c(C(=O)Nc2ccc3ccccc3c2)c1Cl | -51 | . | -141 | . | . | -3 | 9 | .
CCOc1ccc(CCNC(=O)COC(=O)c2cccc(S(=O)(=O)N3CCOCC3)c2)cc1OCC | -11 | -5 | 9 | 5 | . | -4 | 2 | 1
CCC(CC)NC(=O)c1ccc(NS(=O)(=O)c2ccc3[nH]c(=O)[nH]c3c2)cc1 | -13 | -5 | 3 | -1 | . | . | 4 | -18
CC1CCN(C(=O)C(=O)Nc2sc3c(c2C(N)=O)CC(C)(C)OC3)CC1 | -9 | -5 | -2 | . | 17 | 1 | 1 | -1
Cc1ccc(S(=O)(=O)N[C@H]2C=C[C@H](CC(=O)NCc3ccc(Cl)c(Cl)c3)O[C@@H]2CO)cc1 | -28 | 0 | 24 | 4 | -4 | -8 | 2 | 3
CCCc1nc2ccccc2n1C(C)C(=O)NC(C)(C)C (stereo not given) | 0 | -6 | -10 | -44 | . | -8 | . | 5
C=CCC(=O)N1CCCC(CNC(=O)c2ccc(-c3ccccc3)cc2)C1 (stereo not given) | -6 | -3 | -46 | -14 | -13 | -10 | 3 | -11
CC(=O)c1ccc(NC(=O)[C@@H]2CCCN2C2=NS(=O)(=O)c3ccccc32)cc1 | -7 | 1 | -8 | -2 | 5 | 2 | . | -2
CCn1nccc1C(=O)Nc1ccc(C(=O)OC(C)C)cc1 | -27 | 3 | -60 | -116 | . | -5 | 3 | 1
COc1ccc(-c2cccc(-c3nc(C(=O)N(C)C)cc4c3[C@H](CCO)N([S@@](=O)C(C)(C)C)C4)c2)cc1 | 5 | 0 | -5 | -14 | 2 | 1 | 0 | -48
Cc1ccc(OCC(=O)NCCNC(=O)COc2ccc(C)cc2)cc1 | -26 | 0 | -13 | -3 | . | 6 | 0 | 0
C[C@H]1CN([C@@H](C)CO)C(=O)c2cccc(NS(=O)(=O)c3ccccc3)c2O[C@H]1CN(C)C(=O)Nc1ccc2c(c1)OCO2 | -7 | 0 | . | -10 | 3 | . | -1 | 9
CCOC(=O)N1CCN(C(=O)c2cc3c(=O)n4ccccc4nc3s2)CC1 | 6 | -77 | 16 | . | 5 | 3 | 0 | 3
Cc1noc(C)c1NC(=O)Nc1ccc2c(c1)C(=O)N([C@H](C)CO)C[C@H](C)[C@H](CN(C)S(=O)(=O)c1ccc(Cl)cc1)O2 | 18 | 2 | . | 1 | -11 | . | 0 | 3
COc1ccc2c3c([nH]c2c1)[C@H](CO)N(C(=O)c1cccnc1)CC31CN(C(=O)c2cccnc2)C1 | -4 | -1 | . | -10 | 0 | . | . | -20
O=C(CCCSc1nc2sc3c(c2c(=O)[nH]1)CCC3)NCCCO | -9 | 9 | . | 9 | 3 | . | -3 | 0
COc1cc(SC)ccc1C(=O)NC1CCCc2ccccc21 (stereo not given) | 5 | 0 | 14 | 10 | 4 | 4 | 6 | 4
Cc1ccc(/C=C/C(=O)Nc2cc(S(=O)(=O)N3CCOCC3)ccc2N2CCOCC2)cc1 | 45 | -1 | 7 | 4 | 1 | -1 | -1 | 1
CCC(CC)C(=O)OCC(=O)Nc1cccc(S(=O)(=O)N(C)c2ccccc2)c1 | -22 | 2 | 18 | -4 | 4 | -7 | . | 1
Nc1ccc2nc(-c3ccccc3)sc2c1 | . | . | 27 | . | -24 | -3 | 3 | .
C[C@@H]1CN([C@H](C)CO)C(=O)c2cccc(NS(=O)(=O)c3ccc(F)cc3)c2O[C@@H]1CN(C)S(C)(=O)=O | -12 | 0 | . | 3 | -1 | . | -4 | 6
COc1cccc(-c2nc(CS(=O)(=O)CC(=O)NCCc3cc(OC)ccc3OC)c(C)o2)c1 | 1 | 2 | 2 | 5 | 3 | 3 | -4 | 5
CCOCCCNC(=O)COc1ccc(OC)cc1 | . | . | -2 | . | -18 | 2 | -4 | .
O=C(Nc1ccc2c(c1)[C@H]1C[C@H](CC(=O)N3CCc4ccccc4C3)O[C@H](CO)[C@H]1O2)c1cccnc1 | 15 | 3 | 19 | 1 | 14 | . | 1 | -7
O=C(Nc1cccc2cccnc12)c1ccc(Cl)cc1 | -20 | 2 | -22 | 11 | 12 | 7 | 2 | 3
CN1C(=O)SC(Nc2ccccc2)C1=O (stereo not given) | 18 | 4 | . | . | . | . | -5 | 1
O=C(C[C@H]1C[C@H]2c3cc(NC(=O)CC4CC4)ccc3O[C@H]2[C@@H](CO)O1)NCc1ccccc1 | -5 | 1 | 0 | 0 | -5 | -5 | 0 | 15
COc1cc2[nH]c(C(=O)N(C)Cc3ccccc3)cc2c(OC)c1OC | -21 | 1 | 22 | -5 | . | 0 | . | 0
Cc1ccc(S(=O)(=O)N(C)C[C@@H]2OCCCC[C@H](C)Oc3ccc(NC(=O)Nc4ccc(F)cc4)cc3C(=O)N([C@@H](C)CO)C[C@@H]2C)cc1 | 12 | -2 | 36 | 4 | -11 | 0 | -3 | -9

2 entries picked at random from the list so far:
SMILES | LGR2 inh | ERAP1 HTS inh | PAX8 inh HTS | EWS-Fli inh | PGC1a acetyl inh | FN deposit inh | PglD DTNB | S100A4 MyoIIA
O=C(Nc1cccc2cccnc12)c1ccc(Cl)cc1 | -20 | 2 | -22 | 11 | 12 | 7 | 2 | 3
COc1cc2[nH]c(C(=O)N(C)Cc3ccccc3)cc2c(OC)c1OC | -21 | 1 | 22 | -5 | . | 0 | . | 0

Other compounds
SMILES | LGR2 inh | ERAP1 HTS inh | PAX8 inh HTS | EWS-Fli inh | PGC1a acetyl inh | FN deposit inh | PglD DTNB | S100A4 MyoIIA
COc1ccc(-c2cc(-c3ccco3)[nH]c(=O)c2C#N)cc1 | 10 | . | -3 | -8 | 8 | 5 | 3 | -7
COc1ccc(OC)c(NC(=S)N2CCC(C(O)(c3ccccc3)c3ccccc3)CC2)c1 | 26 | . | 14 | . | . | 0 | 1 | .
COc1ccc([N+](=O)[O-])cc1NC(=O)c1cccs1 | 21 | -3 | 13 | 11 | 0 | 5 | . | 5
CN1CCN(S(=O)(=O)c2ccc(NC(=O)c3ccccc3Cl)cc2)CC1 | -14 | -3 | -3 | 15 | 2 | 0 | 3 | 11
Cc1cc(C)cc(OCC(=O)Nc2ccccc2C(=O)NCc2ccco2)c1 | . | . | 2 | . | 1 | -11 | 3 | .
CCNC(=O)C[C@@H]1CC[C@@H]2[C@H](COC[C@@H](O)CN2C(=O)c2ccccn2)O1 | 7 | 0 | -9 | 4 | 2 | -8 | -1 | 10
NS(=O)(=O)c1ccc(CCNCc2cc(Br)ccc2OCc2ccccc2F)cc1 | ? | -1 | 24 | 14 | 7 | 6 | . | 54
CNC(=S)NNC(=O)c1ccc(C(C)(C)C)cc1 | -55 | -2 | -11 | -17 | 12 | -9 | . | -5
COc1ccc(Oc2nccc(OC)c2C#N)cc1 | -7 | 0 | . | -22 | -3 | . | 0 | 1
Cc1cc(OCC(=O)NN2C(=O)c3ccccc3C2=O)ccc1Cl | 6 | 0 | 10 | -1 | 7 | 10 | -2 | 8
COc1ccc2c3c(n(C)c2c1)[C@@H](CO)N(C(C)=O)CC31CN(C(=O)c2cnccn2)C1 | -4 | 5 | . | 6 | -2 | . | . | 8
CCN(C[C@@H]1[C@@H](c2ccc(C3=CCCCC3)cc2)[C@@H](CO)N1C(C)=O)C(C)=O | -12 | -2 | . | 5 | . | 14 | . | -3
CC(=O)c1cccc(NC(=O)C2(C)Cc3c(-c4cccc(C(N)=O)c4)ccnc3O2)c1 (stereo not given) | 7 | 6 | 19 | -10 | 10 | 8 | 1 | 1
C=CCNC(=O)c1onc(CSc2ccc(Cl)cc2)c1C(=O)NCC=C | -3 | . | -25 | -3 | . | -6 | -1 | .
O=C(N/N=C/c1cccc([N+](=O)[O-])c1)c1cc2ccccc2o1 | -9 | -2 | -2 | -4 | . | -14 | . | 2
C[C@@H]1CN([C@@H](C)CO)C(=O)c2cc(NC(=O)NC3CCCCC3)ccc2O[C@@H](C)CCCCO[C@H]1CN(C)S(=O)(=O)c1ccc(F)cc1 | -3 | 1 | -3 | 4 | 9 | -2 | -3 | 1
CN(/C=C1/C(=O)CNC1=O)CCO | 12 | 1 | 7 | -7 | 11 | 3 | . | 0
COCC(=O)N1CC2(CCN(S(C)(=O)=O)CC2)c2c(n(C)c3cc(OC)ccc23)[C@@H]1CO | -1 | 1 | . | -3 | -4 | . | . | 14
C#CCOc1ccc(/C=C2/C(=O)N(c3cccc(C(=O)O)c3)N=C2C)cc1OC | . | 3 | -10 | 2 | . | -11 | -2 | 4
Cc1cc(C(=O)COC(=O)c2ccco2)c(C)n1Cc1ccco1 | 91* | 0 | -131 | -9 | . | -11 | . | -2
CC(C)(C)c1ccc(NC(=O)COC(=O)c2ccc(CN3CCCC3=O)cc2)cc1 | -25 | 1 | -19 | -16 | . | -21 | 7 | 21
Cc1ccc(CNS(=O)(=O)c2c(N)n(C)c(=O)n(C)c2=O)cc1 | -14 | 1 | 17 | . | . | . | -4 | -1
O=C(O)c1ccccc1C(=O)NNc1cccc(Cl)n1 | . | 0 | -4 | -27 | . | 3 | . | -5
COc1ccc(OC)c(N(CC(=O)N2CCOCC2)S(C)(=O)=O)c1 | -1 | . | -6 | 5 | 0 | -8 | 1 | 1
CC(C)(C)CNC(=O)c1cccc2c1C(=O)c1ccc(N3CCCC3)cc1S2(=O)=O | 3 | -2 | 0 | -1 | -6 | -3 | -4 | 2
COc1cccc(S(=O)(=O)N(C)C[C@@H]2OCc3cnnn3CCCC(=O)N([C@@H](C)CO)C[C@H]2C)c1 | 9 | 6&3 | 24&8 | -1&5 | 2&-7 | -10&-3 | -3&0 | 0&0
CCCNC(=O)N[C@@H]1CC[C@@H](CC(=O)N2CCN(C)CC2)O[C@@H]1CO | -21 | -3 | 0 | -2 | -11 | 10 | -3 | 7
Cc1c(C(=O)N(Cc2ccccc2)Cc2cccnc2)cnn1-c1ccc(F)cc1 | 6 | 8 | -6 | 12 | . | -8 | . | -1
Nc1ccc(Cl)cc1C(=O)OCC(=O)NC1CCS(=O)(=O)C1 (stereo not given) | -6 | -10 | -12 | -1 | -2 | -10 | 6 | -2
Nc1cc(=O)[nH]c(SCCSc2ccc(F)cc2)n1 | 13 | 3 | -25 | 1 | 6 | 5 | -1 | 0
Cc1ccc(CNC(=O)C2CC2c2ccccc2)cc1 (stereo not given) | 0 | . | 14 | . | 1 | -7 | -8 | .
C=CC[C@H](CC(=O)OC(C)(C)C)C(=O)OC[C@H]1CCCN1C(=O)[C@H](CC=C)CC(=O)N(CCO)Cc1ccccc1 | -4 | 2 | 11 | 0 | . | -5 | -5 | -1
CC(C)c1ccc(NC(=O)C2Cc3c(-c4ccccc4Oc4ccccc4)ccnc3O2)cc1 (stereo not given) | 30 | -3 | 10 | -41 | -15 | 1 | 12 | -7
COCCCN1C(=O)/C(=C/c2ccc(CNS(=O)(=O)c3ccccc3)o2)C(C(=O)OC)=C1C | 5 | 4 | 4 | -2 | -9 | 6 | 5 | -3
